Screening results from PubChem BioAssay.
INS-1E GSIS act: primary screen for activators of insulin secretion dependent on glucose, INS-1E cells, GLuc reporter luminescence; INS-1E GLuc reporter insulin secretion, 2-3 h; activation, % at 16.6 µM; actives 0.61% (n = 370,000);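 active means lowest replicate activation of at least 40%, so every replicate reaches that level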;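 further: 0% = median of neutral control wells and 100% = median of IBMX positive control wells; some compounds called inactive have numbers as strong as hits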
CFTR F508del cor: CFTR F508del correction in bronchial cells | activity (quench increase), % at 7.58 µM | CFBE cells, YFP halide quenching; stimulated with forskolin plus potentiator P3; % fluorescence drop versus neutral controls | AID 720511 | actives 0.36% (n = 350,000);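 active means mean added fluorescence quench of at least 8% versus neutral control, with both replicates also reaching 8%; inconclusive means only one of the mean or replicate conditions met; inactive means mean below 8% and not both replicates reaching 8%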;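 further: cells transiently co-express mutant CFTR-F508del with the halide-sensitive YFP; corrector assay measuring rescue of mutant channel to the surface after 24 h compound exposure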
miR122 inh: miR-122 inhibition in Huh7 cells; activation (reporter increase), % at 12.5 µM; Huh7 miR-122 Renilla luciferase sensor, 48 h; neutral wells = 0, positive control = 100; actives 0.3% (n = 340,000);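 active means mean replicate activation score at least 90 and every replicate individually at or above 90; inconclusive means only one of the two criteria met; inactive means neither criterion met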;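 further: higher luciferase means less miR-122 activity so hits act as miR-122 inhibitors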
FN deposit inh: fibronectin deposition inhibition. AH1F fibroblasts, Alexa488-fibronectin deposition fluorescence, overnight. inhibition, % at 12.6 µM. actives 0.086% (n = 350,000). AID 743247;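 active means mean inhibition across replicates of 30% or more, regardless of how many single replicates reach that level; inconclusive means mean under 30% yet at least half of replicates reach 30%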;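 further: positive control wells lacked labelled fibronectin entirely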
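Material: AH1F fibroblasts assembling fluorescent fibronectin matrix; amount: 10000 AH1F cells/well; medium: DMEM, 2% serum; reagent: Alexa488-fibronectin, 24 nM final in well; dosing: single compound dose, delivered by pin transfer; incubation: 1 h adhesion, overnight exposure; detection: fluorescence after three HBSS washes, excitation 485 nm, emission 525 nm; measure: fibronectin deposition inhibition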
Cneo AK release: Cryptococcus neoformans lysis via adenylate kinase release; C. neoformans lysis, adenylate kinase release luminescence, 4 h; normalised: neutral wells 0, clomiphene wells 100; lysis activity, % at 15 µM; actives 0.2% (n = 360,000); AID 651654;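 active means mean lysis activity across replicates of at least 80%, whatever share of replicates individually reach that level; inactive means mean lysis activity below 80%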
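Assay system: log-phase C. neoformans yeast / Quantity: yeast cell density of 5 × 10^6 cells/mL / Medium: fresh YPD growth medium / Compound: single dose / Timing: static 4 h at 37 °C with compound, 1 h detection / Measured by: adenylate kinase release luminescence / Read-out: lysis from increased AK signal / Benchmarks: Clomiphene as positive lysis control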
Statin myotox sup: suppression of simvastatin myotoxicity; C2C12 myotubes + simvastatin, ATP luminescence, 48 h; scaled: DMSO 0, geranylgeraniol control 100; rescue of ATP level, % at 7.49 µM; actives 0.78% (n = 330,000);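 active means mean ATP rescue above about 67%, or every replicate alone reaching that limit, limit read from the data, passing the limit was not always enough; inconclusive means no clear call, values can overlap the other calls; inactive means mean under the limit and some replicate under it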;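 further: myotubes were challenged with 10 µM simvastatin during compound exposure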
PglD DTNB: inhibitors of Campylobacter jejuni PglD acetyltransferase; purified PglD enzyme, DTNB colorimetric CoA detection; inhibition, % at 12.5 µM; actives 0.098% (n = 360,000); in the data active means inhibition above about 16%, passing the limit was not always enough; inconclusive means no clear call, values can overlap the other calls; further: strong numbers were not always called active
PGC1a acetyl inh: lowers PGC1a acetylation signal in U2OS cells | inhibition, % at 15.6 µM | AlphaScreen anti-acetyl-lysine; with virally co-expressed GCN5 acetyltransferase | actives 0.17% (n = 350,000);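 active means every replicate shows inhibition of at least 40%; inconclusive means mean inhibition at least 40% but some replicate below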;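 further: 0% = neutral control wells and 100% = positive control wells; some results beyond the cut were filed as inactive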
Starred values were filed as active, the others as inactive; ? = inconclusive; nt = no result given; [ ] = another dose, or the depositor's remark.

The line under a structure holds: INS-1E GSIS act	CFTR F508del cor	miR122 inh	FN deposit inh	Cneo AK release	Statin myotox sup	PglD DTNB	PGC1a acetyl inh
> COc1cc(CN2CCC(n3nccc3NC(=O)C3CCOC3)CC2)ccc1F (stereo unspecified)
    45*	0.5	-2	0	-9	-3	0	7
> CCCC#Cc1ccc2c(c1)O[C@@H](CN(C)C(=O)c1ccncc1)[C@H](C)CN([C@H](C)CO)S2(=O)=O
    -1	1.0	-2[16.7 µM]	nt	1	-9	4	-1
> C[C@@H]1CN([C@@H](C)CO)C(=O)c2cc(-c3ccccc3)cnc2O[C@@H]1CN(C)C(=O)Cc1cccnc1
    14	-2.1	2[16.7 µM]	4	-4	-9	1	-5
> Cc1ccc2nc(NC(=O)c3ccc(-c4nc5ccccc5s4)s3)sc2c1
    2	-2.4	-2	3	-4	-14	-9	5
> Cn1c(=O)c2c(nc(N3CCN(c4ccccn4)CC3)n2Cc2ccccc2Cl)n(C)c1=O
    -23	nt	2	5	3	38	-1	6
> Cc1cc2c(cc1C)C(c1ccsc1)CC(=O)N2 (stereo unspecified)
    -13	2.7	nt	-8	nt	nt	nt	0
> O=C(O)c1ccc(CSCc2c(F)cccc2Cl)o1
    16	nt	nt	-1	-2	-2	-1	12
> N#Cc1c2c(c(-c3ccco3)[nH]c1=O)CCCC2
    53	nt	0	nt	nt	24	nt	5
> O=C(O)c1ccc(S(=O)(=O)N2CCOCC2)o1
    5	0.8	-3	-8	4	3	2	0
> COc1ccc(C2c3[nH]c4ccccc4c3CCN2C(=O)Cc2nonc2C)c(F)c1 (stereo unspecified)
    -21	-2.3	6	9	nt	15	nt	nt
> CC(=O)c1coc2ccc(OCC(=O)O)cc12
    nt	nt	-7	-1	0	-5	1	-5
> Cc1cccc(NC(=O)CCN2C(=O)C3C4CCC(C4)C3C2=O)c1C (stereo unspecified)
    nt	nt	-6	-7	3	13	-5	6
> COc1ccc(N2CC(C(=O)N(CC(C)C)c3c(N)n(Cc4ccccc4)c(=O)[nH]c3=O)CC2=O)c(OC)c1 (stereo unspecified)
    16	3.0	nt	1	nt	-15	nt	nt
> CCOC(=O)Cn1c(=N)n(Cc2ccccc2F)c2ccccc21
    nt	nt	2	nt	1	nt	8	1
> O=[N+]([O-])c1ccc(C2=Nc3cc(Cl)ccc3OC2)cc1
    11	-1.2	7	3	nt	nt	nt	-11
> Cc1ccc(S(=O)(=O)N2CCN(C(=O)COC(=O)COc3ccc(Cl)cc3C)CC2)c(C)c1
    1	0.7	nt	-8	-1	8	1	nt
> CCCN(C)C[C@H]1OCCCC[C@H](C)Oc2ccc(NS(=O)(=O)c3ccc(Cl)cc3)cc2C(=O)N([C@@H](C)CO)C[C@H]1C
    -11	1.2	32[16.7 µM]	4	7	-18	4	3
> CCn1c(/C=C/c2ccccc2[N+](=O)[O-])nc2ccccc2c1=O
    0	-1.5	12	7	2	-4	1	-12
> COCCN(C(=O)CSc1nnc(Nc2ccc(C)cc2)s1)c1c(N)n(CC(C)C)c(=O)[nH]c1=O
    -1	-1.8	nt	-9	nt	nt	nt	-3
> CC(C)c1ccc(NC(=O)Nc2nc(C(N)C(C)C)cs2)cc1 (stereo unspecified)
    -12	-2.3	-4	-3	0	-7	-2	0
> Cc1ccccc1NS(=O)(=O)c1cc(C(=O)Nc2cccnc2)ccc1C
    -10	-2.0	?	2	0	-32	-2	-2
> C[C@@H]1CN([C@H](C)CO)C(=O)c2cccc(NS(=O)(=O)c3cccs3)c2O[C@@H]1CN(C)Cc1ccc2c(c1)OCO2
    -1	-0.1	-5[16.7 µM]	-3	0	-12	8	3
> O=C(CSc1ccc2c(c1)OCCO2)NCCc1ccc(Cl)cc1Cl
    -29	nt	1	1	-2	nt	-6	-5
> CC(C)c1ccc(NC(=O)C2(C)Cc3c(-c4ccccc4)ccnc3O2)cc1 (stereo unspecified)
    -25	-0.4	-1	7	0	0	2	nt
> CC(Oc1ccccc1)C(=O)Nc1nnc(S(=O)(=O)Nc2ccccc2)s1 (stereo unspecified)
    nt	0.1	4	-7	-1	6	2	0
> CCC(Oc1ccc2c(c1)C(=O)CC(C)(C)O2)C(=O)NCCN1CCCCCC1 (stereo unspecified)
    nt	nt	-9	6	5	-7	nt	2
> CCOC(=O)/C(=C/c1ccc(OC(=O)c2ccncc2)cc1)C(C)=O
    -17	1.4	nt	-1	nt	nt	nt	1
> C[C@H]1CN([C@@H](C)CO)C(=O)c2cc(NC(=O)CCN3CCOCC3)ccc2O[C@@H]1CN(C)Cc1ccc(C(=O)Nc2ccccc2N)cc1
    12	-2.1	-3[16.7 µM]	-7	2	43	-3	-3
> O=C(Cc1ccccc1)N/N=C/c1ccccn1
    nt	nt	-4	-3	1	-21	8	-10
> O=C(NN1C(=O)NC2(CCCCC2)C1=O)c1ccc(-c2ccc(Cl)cc2)o1
    -34	6.5	11	-5	-2	24	0	10
> O=C(NCc1ccc(F)cc1)C(c1cccnc1)N(C(=O)c1csnn1)c1ccccc1 (stereo unspecified)
    20	-0.2	-3	8	0	-20	-4	10
> CO[C@@H]1CN(C)C(=O)c2cc(NS(=O)(=O)c3ccccc3F)ccc2OC[C@@H](C)NC[C@H]1C
    13	1.1	2[16.7 µM]	-5	1	24	-1	1
> O=C1NC(=Nc2cccc(Cl)c2)SC1Cc1cccc(Cl)c1Cl (stereo unspecified)
    23	0.2	7	nt	2	-20	-1	13
> CN(C1CCCCC1)S(=O)(=O)c1ccc(SCC(=O)NC(C)(C)C)nc1
    -35	2.3	nt	-2	nt	-10	nt	5
> O=C(Nc1ncccn1)C1CCCCC1
    -15	-1.6	nt	4	nt	nt	nt	6
> CC(=O)n1c2c(c3ccccc31)OC(N)=C(C#N)C2c1ccc(C(C)C)cc1 (stereo unspecified)
    -23	0.0	4	nt	nt	4	nt	nt
> CO[C@@H]1CN(C)C(=O)c2cc(NS(C)(=O)=O)ccc2OC[C@H](C)N(Cc2cccnc2)C[C@@H]1C
    9	0.8	9[16.7 µM]	9	nt	3	nt	4
> CCCNC(=O)C1(C)CCCN(C(=O)c2cc(F)cc(F)c2)C1 (stereo unspecified)
    nt	0.2	nt	nt	-1	6	-4	4
> C[C@@H]1CN([C@H](C)CO)C(=O)Cc2cc(NS(=O)(=O)c3ccc(F)cc3)ccc2O[C@H]1CN(C)C(=O)NC1CCCCC1
    17	1.6	-6[16.7 µM]	nt	-1	11	-9	3
> CC(C)(C)C(=O)Nc1nc(-c2ccccc2)ns1
    nt	nt	4	-7	4	nt	6	nt
> O=C(COc1ccc(-c2nnco2)cc1)N1CCN(S(=O)(=O)c2ccc3ccccc3c2)CC1
    nt	nt	-2	3	-3	-3	-8	4
> Cc1sc2ncn(CC(=O)NCCCC(=O)N3CCCCC3)c(=O)c2c1C
    -8	-1.2	-3	-1	0	5	0	1
> O=C1CCN(CCCc2ccccc2)CCN1[C@H](CO)Cc1ccccc1
    -2	0.0	4	-2	7	9	1	-7
> COc1ccc(NC(=O)Nc2ccc3c(c2)C(=O)N([C@H](C)CO)C[C@@H](C)[C@@H](CN(C)S(=O)(=O)c2ccc(OC)cc2)O3)cc1
    -14	0.9	101*[16.7 µM]	nt	3	-8	1	7
> CCCOc1ccccc1C1NC(=O)NC(C)=C1C(=O)OCc1ccccc1 (stereo unspecified)
    -32	nt	-12	nt	3	16	-6	26
> C[C@H](CO)N1C[C@H](C)[C@@H](CN(C)CC2CCCCC2)Oc2ccc(NC(=O)Cc3ccccc3)cc2C1=O
    -2	1.2	-2[16.7 µM]	-12	-8	28	0	-3
> CCC1(CC)C(=O)C2=C3C1[C@H](C(=O)OC)C=C(C(=O)OC)C[C@H]3[C@H]1C(=O)N(Cc3ccccc3)C(=O)[C@H]1[C@H]2C (stereo partly specified)
    -27	-3.6	nt	-9	1	1	0	nt
> COc1ccc(Cl)cc1S(=O)(=O)NCc1cccs1
    nt	nt	83	nt	2	nt	6	-8
> COc1ccc(/C=N/NS(=O)(=O)c2ccccc2)cc1OC
    71*	-0.1	0	9	2	5	1	-2
> C=CC[C@@H](CC(=O)N[C@H](CO)Cc1ccccc1)C(=O)N[C@H](C)COC(=O)[C@@H](CC=C)CC(=O)OC(C)(C)C
    -12	-3.5	-4	-6	0	6	-5	-7
> COc1cccc(C(=O)NC(C)C(c2cccs2)N2CCOCC2)c1 (stereo unspecified)
    4	1.5	-2	-12	-1	5	-1	nt
> COc1ccc(C(=O)NC2CCN(C(=O)NCc3ccccc3)CC2)cc1
    3	1.7	-3	2	0	22	1	nt
> CCCC(=O)Nc1ccc2c(c1)OC[C@H](C)N(C(=O)C1CCCC1)C[C@H](C)[C@@H](OC)CN(C)C2=O
    -4	1.0	-12[16.7 µM]	5	-2	10	-1	8
> CC(Sc1ccccn1)C(=O)NC1CCCC1 (stereo unspecified)
    21	2.1	-2	-6	-4	8	4	5
> CC(NC(=O)c1cccnc1)C(c1cccs1)N1CCOCC1 (stereo unspecified)
    -1	-2.1	-2	nt	-4	3	-1	15
> COCC#Cc1ccc([C@@H]2[C@H]3CN(C(=O)Nc4ccccc4F)CC(=O)N3[C@H]2CO)cc1
    -7	0.9	nt	-4	nt	nt	nt	0
> Cc1ccc(C)c(C(=O)CN2C(=O)NC3(CCCCCC3)C2=O)c1
    8	-8.8	nt	nt	8	21	8	nt
> COCCNC(=O)C1(C)CCCN(C(=O)c2cccc(C(F)(F)F)c2)C1 (stereo unspecified)
    nt	2.7	0	0	-1	4	4	-2
> CCOc1ccc(NC(=O)NCC2CCN(Cc3ccc(F)cc3)CC2)cc1
    -20	1.5	-6	4	0	-4	-2	6
